Assay outcomes from PubChem.
Nrf2 inh: Nrf2 qHTS screen for inhibitors; Potency, µM (series often up to 46 µM), without a hit: at the top dose activity change, negative = inhibition, usual class: inhibitors; A549 ARE-Fluc reporter, luciferase luminescence, 18-24 h; 360,000 tested, 2.1% active; also: potency is read from the fitted curve at half-maximal effect; % is scaled to controls: 0 for no effect and ±100 for the full control effect; nearly all actives have a fitted effect of over 60% in size
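A549 ARE_Fluc cells, 5000/well, 5% FBS OPTI-MEM; compounds in dose-response, 18-24 h at 37 °C/5% CO2; CellTiter-Fluor viability read (Ex 405/Em 525), then BugLite luciferase luminescence = Nrf2 activity.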
Mm-Cpn inhibitor: Inhibitors of TCP-1 ring complex (TRiC) of Methanococcus maripaludis (MmCpn): qHTS. purified Mm-Cpn ATPase, ADP Transcreener TR-FRET. Chaperonin Mm-Cpn (Methanococcus maripaludis). AID 504842, 2011. Potency, µM (top dose mostly 76.9 µM), for inactives: at the highest dose activity, negative = inhibition, hits mostly inhibitors. 330,000 tested, 0.031% active; also: potency is read from the fitted curve at half-maximal effect; % is scaled to controls: 0 for no effect and ±100 for the full control effect; nearly all actives have a fitted effect of over 80% in size
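ATP (10 uM final) was added to archaeal chaperonin (25 nM final) after 10 min exposure to test compound at 37°C; after 30 min further incubation, ADP was detected by competitive TR-FRET.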
Nrf2 ARE act: qHTS of Nrf2 Activators. AREc32 ARE-luciferase reporter (MCF7-derived line), luminescence, 24 h. Potency, µM (titrated, usually from 46.1 µM), for inactives: at the top dose activation, most hits filed as activators. 410,000 tested, 0.31% active; also: potency is read from the fitted curve at half-maximal effect; % of control where 0% means no effect; nearly all actives have a fitted effect of over 65% in size
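Luciferase luminescence (Steady-Glo, 30 min at room temperature) served as the read-out of ARE activation in AREc32 cells treated with compounds for 24 hr at 37 deg C.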
Abeta yeast res: qHTS for compounds that reverse cellular toxicity of Amyloid beta (A-beta) peptide in yeast: Primary Screen; yeast expressing A-beta42, growth rescue, OD600, 48 h; response scale: 0% DMSO, 100% iron-clioquinol control; Potency, µM (series often up to 46.1 µM), for the others: at the top dose growth rescue, hits mostly activators; 410,000 tested, 0.063% active; AID 1347071, 2019; also: potency is read from the fitted curve at half-maximal effect; nearly all actives have a fitted effect of over 55% in size
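Growth rescue measured by 600 nm absorbance after 48 h yeast culture at 30 C with compound. Values normalized between DMSO and an equimolar ferric chloride plus clioquinol control.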
pAkt inh: HTS Assay for Inhibitors of Akt Phophorylation: Primary Screen; Neuro2A IGF-stimulated pAkt S473 HTRF, 20 min; active compounds read low; 360,000 tested, 0.32% active; activity change, % for hits at 50 µM; in the data active = activity change below about -80%; inconclusive = mostly about -51% to -80%; also: % is scaled to controls: 0 for no effect and ±100 for the full control effect
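Single-point screen (50 µM final compound) in Neuro2A cells stimulated 20 min with 6 nM IGF at 37 deg C. After lysis, Ser473-phosphorylated Akt read by HTRF (ex 330 nm, em 615/665 nm) as the 665/615 ratio.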
TGFb inhibitor: qHTS for Inhibitors of TGF-b | HepG2 CAGA-GFP TGF-b/SMAD3 reporter, GFP fluorescence, 18 h; TGF-beta stimulated, 500 pg/mL final | Potency, µM (doses to about 46.1 µM), inactives show at the highest dose activity, negative = inhibition, most hits filed as inhibitors | 410,000 tested, 1.2% active | AID 588855, 2011; also: potency is read from the fitted curve at half-maximal effect; % is scaled to controls: 0 for no effect and ±100 for the full control effect; nearly all actives have a fitted effect of over 65% in size
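First, reporter cells (HEPG2 CAGA-GFP) rested 2 h at 37 degrees C. Next, compounds were pinned in and TGF-beta added to 500 pg/mL final. After 18 h, GFP was imaged per cell and summed per well.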
CCT chaperon mod: High-Throughput Screening for Modulators of Cytosolic Chaperonin Activity; AID 651819, 2012; 360,000 tested, 0.3% active; activity change, % (concentration not given with the values), hits read low; purified chaperonin ATPase assay, HTRF ADP detection, 30 min; in the data active = activity change below about -30%; also: % is scaled to controls: 0 for no effect and ±100 for the full control effect
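Nucleotide hydrolysis assay: TRiC at 20–40 nM final (set by batch activity) with 10 uM ATP, 30 min at 37 °C, in presence of 76 uM compound. Detection by competitive ADP HTRF, 30 min ambient.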
HepG2 tox: qHTS for Inhibitors of TGF-b: Cytotox Counterscreen. AID 588856, 2011. 410,000 tested, 0.76% active. HepG2 CAGA-GFP viability, ATP luminescence, 18 h. Potency, µM (doses to about 46.1 µM), for the others: at the highest dose activity change, negative = cytotoxicity, hits mostly cytotoxic; also: potency is read from the fitted curve at half-maximal effect; some results filed as inactive show a strong effect at the top dose
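HepG2 CAGA-GFP cells (1000/well, DMEM with 1% FBS) received compound, then TGF-beta at 500 pg/mL final, and were incubated 18 hours at 37 degrees C. Viability was read by CellTiter-Glo luminescence. Media-only wells were set as complete cell-killing and DMSO as no toxicity.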
A549 tox: Nrf2 qHTS screen for inhibitors: counterscreen for cytotoxicity. 390,000 tested, 0.16% active. Potency, µM (titrated, usually from 46 µM), for the others: at the top dose activity change, negative = cytotoxicity, most hits filed as inhibitors. A549 ARE-Fluc cells, CellTiter-Fluor viability, 18-24 h; also: potency is read from the fitted curve at half-maximal effect; % is scaled to controls: 0 for no effect and ±100 for the full control effect
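Cytotoxicity counterscreen: CellTiter-Fluor fluorescence was measured in A549 ARE_Fluc cells after 18-24 h of compound exposure in a concentration series. The subsequent BugLite luminescent read reports ARE-luciferase activity.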
Active calls of the source: *; i = inactive; ? = inconclusive; nt = no result given; [ ] = another dose, or the depositor's remark. Unless noted, calls follow the shape of the dose curve; as a rule, active = well fitted curve in the direction sought with a large enough effect; inconclusive = small, poorly fitted or top-dose-only effect, or another doubt; inactive = no such curve, though single readings can be large; an effect the other way counts as inactive or inconclusive.

1. CC1CN(C(=O)CSc2nc(-c3ccccc3)cs2)CC(C)O1 (stereo not drawn)
2. COc1cccc(N=Nc2c(N)[nH]n3c(=O)cc(-c4ccccc4)nc23)c1
3. CC(=O)Nc1ccc(C(=O)NNC(=O)CCCCC(=O)NNC(=O)c2ccc(NC(C)=O)cc2)cc1
4. COc1ccc(C(C)NC(=O)c2ccc([N+](=O)[O-])cc2)cc1OC (stereo not drawn)
5. Cc1cccc(NC(=O)C(c2cccc([N+](=O)[O-])c2)N2CCCCC2)c1 (stereo not drawn)
6. COc1ccc(NC(=O)CN(C)C(=O)COc2ccccc2Cc2ccccc2)cc1
7. COc1cc(NCCCCCCN)c2ncccc2c1OC
8. CC(=O)c1cccc(Nc2nn(-c3ccc(OC(F)(F)F)cc3)nc2C(C)=O)c1

| Compound | 1 | 2 | 3 | 4 | 5 | 6 | 7 | 8 |
| --- | --- | --- | --- | --- | --- | --- | --- | --- |
| Nrf2 inh | -18% | nt | -5% | ? | ? | -23% | ? | ? |
| Mm-Cpn inhibitor | -1% | 1% | nt | 1% | 2% | -2% | nt | nt |
| Nrf2 ARE act | 1.1% | 3.4% | 0.2% | -0.1% | 0.3% | 4.7% | -5.3% | 4.1% |
| Abeta yeast res | -19% | 1%[9.22 µM] | -8% | 6% | 4% | ? | 4% | -8% |
| pAkt inh | i | i | i | i | i | i | i | nt |
| TGFb inhibitor | -24% | 1% | -9% | 0% | ? | ? | 0% | -6% |
| CCT chaperon mod | 2.3 | -3.3 | -1.8 | -1.6 | -1.2 | -0.1 | 1.7 | nt |
| HepG2 tox | 3% | -47% | -7% | -3% | -24% | -30% | -7% | -23% |
| A549 tox | -2% | ? | 2% | -1% | -10% | -1% | ? | 0% |

Look-ups from the entries so far:
In CCT chaperon mod, COc1ccc(NC(=O)CN(C)C(=O)COc2ccccc2Cc2ccccc2)cc1 is entered as -0.1
In Nrf2 inh, CC(=O)Nc1ccc(C(=O)NNC(=O)CCCCC(=O)NNC(=O)c2ccc(NC(C)=O)cc2)cc1 is entered as -5%

Other results
9. O=C(COc1ncnc2ccccc12)Nc1cccc(S(=O)(=O)N2CCOCC2)c1
10. CCOC(=O)c1ccc(COc2ccc(C(C)C)cc2)o1
11. Cc1n[nH]c(C)c1CCNCc1ccc(OCC(O)CN2CCCCC2)cc1 (stereo not drawn)
12. CNC(=O)CN1C(=O)c2ccccc2S1(=O)=O
13. CCN(CC)CCN(C(=O)c1ccc(S(=O)(=O)N(C)C2CCCCC2)cc1)c1nc2c(C)cccc2s1
14. C#CCN(C[C@@H]1[C@@H](OC(=O)NCCCCCC)[C@@H](OC(=O)NCCCCCC)Cn2c(=O)n(CCCCCC)c(=O)n21)S(=O)(=O)c1ccc(C)cc1
15. Cc1noc(C)c1CCC(=O)N1CCCC(CCC(=O)NCc2ccc(F)c(F)c2)C1 (stereo not drawn)
16. O=C(NCC1(c2ccccc2)CCCC1)C(=O)Nc1cccc(C(F)(F)F)c1

| Compound | 9 | 10 | 11 | 12 | 13 | 14 | 15 | 16 |
| --- | --- | --- | --- | --- | --- | --- | --- | --- |
| Nrf2 inh | 5% | ? | 12% | 2% | -25% | nt | 5% | 1% |
| Mm-Cpn inhibitor | 1% | -5% | 2% | -1% | 1% | nt | 0% | nt |
| Nrf2 ARE act | -0.1% | 0.3% | -0.3% | 0.1% | 0.1% | 2.7% | -0.2% | 0.6% |
| Abeta yeast res | 6% | -3% | -12% | -5% | 27% | -2% | 0% | -11% |
| pAkt inh | i | i | i | i | i | i | i | nt |
| TGFb inhibitor | ? | ? | 7% | 0% | ? | 25% | -5% | -2% |
| CCT chaperon mod | -2.0 | -0.5 | -3.8 | -0.9 | -4.8 | -1.0 | -9.7 | nt |
| HepG2 tox | 3% | -8% | 2% | 5% | -34% | 16% | -6% | 2% |
| A549 tox | -3% | 3% | -1% | 4% | -10% | nt | 9% | 4% |

A second format for part of the listing above:
| # | smiles | Nrf2 inh | Mm-Cpn inhibitor | Nrf2 ARE act | Abeta yeast res | pAkt inh | TGFb inhibitor | CCT chaperon mod | HepG2 tox | A549 tox |
| --- | --- | --- | --- | --- | --- | --- | --- | --- | --- | --- |
| 9 | O=C(COc1ncnc2ccccc12)Nc1cccc(S(=O)(=O)N2CCOCC2)c1 | 5% | 1% | -0.1% | 6% | i | ? | -2.0 | 3% | -3% |
| 12 | CNC(=O)CN1C(=O)c2ccccc2S1(=O)=O | 2% | -1% | 0.1% | -5% | i | 0% | -0.9 | 5% | 4% |
| 15 | Cc1noc(C)c1CCC(=O)N1CCCC(CCC(=O)NCc2ccc(F)c(F)c2)C1 (stereo not drawn) | 5% | 0% | -0.2% | 0% | i | -5% | -9.7 | -6% | 9% |

Next part:
17. COc1cc(C(=O)Nc2ccc(S(=O)(=O)NC(C)C)cc2)cc(OC)c1OC
18. O=C(Nc1nc(-c2cccnc2)cs1)c1ccc(S(=O)(=O)N2CCOCC2)cc1
19. COc1ccc(S(=O)(=O)N2CCOCC2)cc1NC(=O)c1ccc(=O)[nH]c1
20. COCC1CCCN(C(=O)c2cc(COc3cccc4cccnc34)on2)C1 (stereo not drawn)
21. Fc1ccc2c(c1)[C@H]1OCC[C@H]1[C@@H](c1ccco1)N2

| Compound | 17 | 18 | 19 | 20 | 21 |
| --- | --- | --- | --- | --- | --- |
| Nrf2 inh | ? | ? | 6% | 10% | 4% |
| Mm-Cpn inhibitor | 0% | 1% | -2% | -3% | 0% |
| Nrf2 ARE act | 4.6% | 0.1% | -0.8% | -0.2% | 14% |
| Abeta yeast res | -2% | 6% | -1% | 26% | -2% |
| pAkt inh | i | i | i | i | i |
| TGFb inhibitor | 14% | 3% | -14% | -23% | -11% |
| CCT chaperon mod | 1.4 | 1.0 | -3.0 | 1.4 | -0.9 |
| HepG2 tox | -4% | 0% | 12% | -3% | -10% |
| A549 tox | -5% | -4%[1.84 µM] | 5% | -6% | -3% |
